FEN1 inh: blocks human flap endonuclease 1. Recombinant FEN1 flap cleavage, fluorescence, 15 min. P39748. Potency, µM (top dose mostly 114 µM), for the others: at the highest dose activity change, negative = inhibition, usual class: inhibitors. actives 0.35% (n = 390,000); also: nearly all actives have a fitted effect of over 65% in size
Target sequence (P39748 whole entry, looked up): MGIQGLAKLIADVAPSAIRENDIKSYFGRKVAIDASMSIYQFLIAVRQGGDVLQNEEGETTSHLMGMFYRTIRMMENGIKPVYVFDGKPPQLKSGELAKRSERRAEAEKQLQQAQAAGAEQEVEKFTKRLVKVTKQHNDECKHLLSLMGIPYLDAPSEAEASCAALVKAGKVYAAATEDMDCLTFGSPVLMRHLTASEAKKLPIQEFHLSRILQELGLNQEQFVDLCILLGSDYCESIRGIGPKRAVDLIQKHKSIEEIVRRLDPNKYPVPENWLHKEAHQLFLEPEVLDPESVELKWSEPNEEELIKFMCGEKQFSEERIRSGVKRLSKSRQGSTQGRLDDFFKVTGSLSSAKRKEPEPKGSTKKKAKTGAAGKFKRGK
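FEN1 at 10 nM, compound pretreatment for 15 min (room temperature), 50 nM final substrate to initiate; endpoint reads at 0 and 15 min; DMSO-only plates used as vehicle background.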
N370S GC: inhibits or activates N370S mutant glucocerebrosidase. P04062. N370S GC spleen homogenate, 4MU-glucoside fluorescence. Potency, µM (top dose mostly 59.4 µM), without a hit: top-dose activity change, negative = inhibition, actives largely listed as inhibitors. actives 0.092% (n = 330,000). AID 2101;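 also: 0% = full enzyme activity and -100% = no enzyme basal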
TDP1 cell CPT: DT40-hTDP1 cell growth loss with CPT. chicken DT40 Tdp1-/-;hTDP1 cells + 20 nM CPT, ATP luminescence, 48 h. Potency, µM (titrated, usually from 46.2 µM), for the others: top-dose activity change, negative = growth inhibition, usual class: inhibitors. actives 12% (n = 420,000). AID 686979; also: nearly all actives have a fitted effect of over 55% in size
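Cell growth measured by CellTiter-Glo luminescence after a minimum 48 h, 37 C compound exposure with 20 nM CPT in Tdp1-knockout DT40 cells stably expressing hTDP1, seeded 400/well; qHTS titration format.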
* hit, by the source's call; ? = inconclusive; / = not tested or not shown; & = joins results of further samples. Calls follow the shape of the dose curve; as a rule, active = well fitted curve in the direction sought with a large enough effect; inconclusive = small, poorly fitted or top-dose-only effect, or another doubt; inactive = no such curve, though single readings can be large; an effect the other way counts as inactive or inconclusive. Unless noted, % is scaled to controls: 0 for no effect and ±100 for the full control effect; potency is read from the fitted curve at half-maximal effect.

SMILES | FEN1 inh | N370S GC | TDP1 cell CPT
Cc1nn(CC(=O)NCc2cccc(F)c2)c(=O)c2cccn12 | 1% | 1% | 1%
COC(=O)c1c(NC(=O)c2ccco2)sc2c1CCN(C(C)C)C2 | ? | 9% | ?
CC12COC3(C(=O)Nc4ccc5ccccc5c4)CC1CCC32C (configuration not stated) | -10% | 3% | 2%
O=C(NNc1cccc(Cl)n1)Nc1cccc(C(F)(F)F)c1 | 9% | 29% | ?
NC(=O)c1ccc(NC(=O)CSC(=O)c2ccccc2)cc1 | -8% | / | -1%
CSc1ncc(C(=O)Nc2ccccc2F)c(-c2ccccc2)n1 | -2% | 0% | -9%
Oc1ccc(Cl)cc1C1=Nc2ccccc2N=C(c2ccccc2)C1 | 13% | / | ?
CCCSc1ncc(Cl)c(C(=O)Nc2sc3c(c2C(=O)NCC)CCCC3)n1 | -4%&3% | / | ?
COc1cccc(N2C(=O)CC(N3CCN(C(=O)c4ccco4)CC3)C2=O)c1 (configuration not stated) | -3% | 5% | -16%
Cc1ccccc1CSCCNC(=O)COc1ccc(Cl)cc1 | -4% | 6% | 16%
CC1(C)OC(=O)C2(Cc3ccc(Cl)cc3N3CCCC32)C(=O)O1 (configuration not stated) | -2% | / | -9%
Cc1ccc(Oc2ncccc2COC(=O)Nc2ccccc2C)cc1 | -21% | 24% | 1%
COc1cccc(Cn2nnc(C(=O)Nc3cc(C)ccc3OC)c2N)c1 | -10% | 7% | 26µM*
C=CCN(CC=C)CCOc1cccc(Oc2ccccc2)c1 | -20% | -4% | ?
COc1ccccc1NC(=O)Nc1ccc2c(c1)nnn2C | -15% | -7% | -20%
COC(=O)c1ccc(NC(=S)N2CCC(C(N)=O)CC2)cc1 | -5% | -2% | 6%
Cc1ccc(SCCNC(=O)c2ccccc2)cc1 | 8% | 15% | -1%
O=C(Oc1cccc(N2C(=O)CCC2=O)c1)C1CC(=O)N(c2ccc(F)cc2)C1 (configuration not stated) | -18% | 8% | -28%
Cc1ccccc1-c1cccc([C@@H]2C[C@H]3[C@H](CON3C)CN2C(=O)C(C)(C)C)c1 | 5% | / | -27%
COc1cc(OC)c(N(C)C(=O)CSc2c3c(nc4ccc(Cl)cc24)CCCC3)cc1Cl | -6% | / | 18µM*
CCCCn1nc(NC(=O)CC(C)C)c2cc3cc(OC)ccc3nc21 | -9% | -3% | -12%
CCN(CC)S(=O)(=O)c1cc(NC(=O)C(C)N2CCN(Cc3ccc4c(c3)OCO4)CC2)ccc1C (configuration not stated) | -1% | -6% | 7.3µM*
COc1ccc(/C=N/NC(=O)c2cccnc2)cc1 | -2% | -6% | -7%
COC(=O)C1=C(CS(=O)(=O)c2ccccc2)NC(=O)NC1c1ccccc1 (configuration not stated) | 0% | -4% | -1%
O=C(c1ccc(Cl)cc1)C1CCCN(Cc2ccc(Oc3ncccn3)cc2)C1 (configuration not stated) | -4% | -3% | ?
COc1ccc(C(=S)N2CCOCC2)cc1OC(=O)c1ccc([N+](=O)[O-])cc1[N+](=O)[O-] | -5% | -6% | ?
CC(=O)Nc1ccc(S(=O)(=O)N2CCN=C2SCc2ccc(C)cc2)cc1 | -20% | -15% | ?
CC(C)(C)c1ccccc1NC(=O)c1ccc2c(c1)SC1=NS(=O)(=O)CCN12 | 14% | -8% | 29µM*
Cc1nonc1NC(=O)Nc1cccnc1 | 1% | 7% | -11%
CCc1ccc(-n2nc(CO)c(C(=O)NCCOC)n2)cc1 | 16% | / | -16%
Nc1nonc1C(=O)N1CCCCC1 | 0% | -2% | 5%
CSCCC(NC(=O)COc1ccccc1)C(=O)N1CCCCCC1 (configuration not stated) | 17% | / | -24%
O=C(c1cc(C(F)(F)F)cc(C(F)(F)F)c1)N1CCC2(CC1)CCN(c1ccncc1)CC2 | / | -10% | 26µM*
CCC1=C2CC[C@H]3C(=O)N(c4ccccc4)C(=O)[C@H]3[C@H]2[C@@]2(C)C(=NCc3ccccc3)OC(=O)N2C1=O | -2% | -22%&-8% | ?
Cc1nc2nc(C)c(NS(=O)(=O)c3ccc(C4CCCCC4)cc3)c(=O)n2[nH]1 | -13% | -8% | 6%
CCCc1cc(=O)[nH]c(SCC(=O)c2cc(C)n(CC3CCCO3)c2C)n1 (configuration not stated) | 4% | / | -22%
O=C(CN1CCN(c2ncccn2)CC1)NCc1ccccc1 | -8% | -1% | -23%
CCOc1cc([N+](=O)[O-])cc2c1C(=O)Nc1ccccc1O2 | -3% | ? | ?
CNC[C@H](CC1CCCCC1)NC[C@H](Cc1ccccc1)NCCC12CC3CC(CC(C3)C1)C2 | 4% | ? | 7.3µM*
CC1(C)CC(=O)c2c(nc3ccccc3c2N)C1 | -3% | 24% | -22%
CC(NC(=O)c1ccc(F)cc1)c1ccc2c(c1)CCCC2 (configuration not stated) | 5% | 6% | 21µM*
Cc1cc(C)nc(SCCCn2c(=O)[nH]c3ccccc32)n1 | -6% | -2% | ?
C/C(N)=C(/C#N)C(=O)CSc1nn(-c2ccc(Cl)cc2)c(=S)s1 | ? | 23% | ?
O=C(NCC(c1cccs1)N1CCOCC1)c1ccccc1NS(=O)(=O)c1cc([N+](=O)[O-])ccc1Cl (configuration not stated) | -2% | -9% | -8%
C=CCc1cc(C=O)cc(OC)c1OCc1ccc(Cl)cc1 | 3% | 9% | ?
O=C(CN1C(=O)C2CCCCC2C1=O)OCn1nnc2ccccc2c1=O (configuration not stated) | -1% | -5% | 11%
COCCn1c(=O)c(-c2cccc(F)c2)nc2cncnc21 | / | 18% | -18%
CCc1ccccc1N(CC(=O)N1CCc2ccccc2C1)S(C)(=O)=O | -14% | -8% | -18%
COc1ccc(NS(=O)(=O)c2ccc(NC(=O)C(CCSC)NC(N)=O)cc2)cc1 (configuration not stated) | 2% | -5% | -1%
Cc1ccc(-c2nnc(Nc3ccc(C(N)=O)cc3)c3ccccc23)cc1S(=O)(=O)NCC1CCCO1 (configuration not stated) | 10% | -14% | ?
COc1ccc(N(C(=O)C2CSC(=O)C2)C(C(=O)NC(C)(C)C)c2ccncc2)cc1 (configuration not stated) | 16% | 4% | -1%
CCn1c(/C=C/N(C(C)=O)c2ccccc2)[n+](CC)c2ccc(Cl)cc21 | -2% | -4% | 16µM*
Cc1ccc(C(c2sc3ncnn3c2O)N2CC(C)CC(C)C2)cc1 (configuration not stated) | 7% | 1% | -25%
NC(=O)CSc1nccn1Cc1ccc2c(c1)OCO2 | 0% | -4% | -3%
Cn1nnnc1SCc1cc(=O)n2ccsc2n1 | -3% | -20% | -8%
N/C(=N\OC(=O)COc1ccc(Cl)cc1Cl)c1ccccn1 | -10% | 14% | -20%
C[C@H](CO)N1C[C@H](C)[C@@H](CN(C)CC2CC2)Oc2c(NS(=O)(=O)c3ccc(F)cc3)cccc2C1=O | 9% | / | -10%
C=CCNC(=S)NNC(=O)c1csc(CC)c1 | -4% | 18% | 0%
COc1ccc(S(=O)(=O)Nc2cccc(S(=O)(=O)N(C)C)c2)cc1[N+](=O)[O-] | -4% | / | 6%
COc1ccc(-c2cc(C(=O)Nc3ccccc3N3CCOCC3)c3ccccc3n2)cc1OC | ? | 5% | 7.3µM*

Next section:
SMILES | FEN1 inh | N370S GC | TDP1 cell CPT
CC(C)N(C(=O)Cn1c(Cl)nc2ccccc21)C(C)C | -11% | -15% | -12%
Cc1ccc(NC(=O)c2ccc(CSc3nnc(C)s3)cc2)c(C)c1 | 1% | -2% | ?
Cc1cc(C)c2oc(C(=O)Nc3ccc(S(=O)(=O)N4CCCC(C)C4)cc3)cc(=O)c2c1 (configuration not stated) | 6% | 6% | 15µM*
O=C(NCCO)c1nc2ccccc2s1 | -14% | 0% | 6%
CCCCn1c(=O)n(CC2CCC(C(=O)NCCCOC)CC2)c(=O)c2sccc21 (configuration not stated) | 4% | / | -5%
CCOC(=O)c1[nH]c(C(=O)O)c(CCN(CC)CC)c1C | -1% | 1% | -1%
N#Cc1ccccc1-n1c(N)c(C(=O)N2CCCC2)sc1=S | 3% | / | ?
NC(=O)NC(=O)COC(=O)CCCc1c[nH]c2ccccc12 | -1% | -2% | 6%
O=C(Cc1ccc(F)cc1)N1CCN(c2ccc(F)cc2)CC1 | 4% | -1% | -12%
CCN1C(=O)C(O)(C2COC(C)(C)CC2=O)c2cc(Br)ccc21 (configuration not stated) | -5% | -7% | 1.3µM*
C=CCNC(=O)c1onc(CS(=O)(=O)c2cc(C)cc(C)c2)c1C(=O)NCC=C | 8% | 7% | -20%
COc1cc(CN2CCCC(C(=O)Nc3cccc(-n4cccn4)c3)C2)ccc1F (configuration not stated) | 8% | -29% | ?
COc1ccc(S(=O)(=O)N(C)CC(=O)O)c2ccccc12 | -5% | 0% | -9%
Cc1[nH]nc(SCC(=O)NC2CCCC2)c1[N+](=O)[O-] | -7% | -13% | 1%
Cc1ccc(NC(=O)CN(C)C(=O)c2sc3cc(Cl)ccc3c2Cl)cc1 | -1% | 4% | -16%
O=C(NCCc1ccccc1)c1ccc2c(c1)S(=O)(=O)c1ccccc1C2=O | -14% | / | ?
O=C(/C=C/c1ccccc1)COC(=O)c1ccccc1 | -4% | / | ?
Nc1c(N(CCC2=CCCCC2)C(=O)COc2ccc(F)cc2Cl)c(=O)[nH]c(=O)n1Cc1ccccc1 | -13% | / | 5.8µM*
COc1cccc(CN(C)C(=O)c2ccc(Cl)c(S(=O)(=O)N3CCCCCC3)c2)c1OC | -20% | / | ?
COc1ccccc1CNC(=O)C1CCN(S(=O)(=O)c2ccc3c(c2)CC(C)N3C(C)=O)CC1 (configuration not stated) | -7% | -2% | -8%
CC(C)N(C(=O)CN(C#N)c1nc(N(C)C)nc(N(C)C)n1)c1ccccc1 | -5% | 4% | ?
CC(C)c1cc(NCCN2CCOCC2)n2c(nc3ccccc32)c1C#N | 0% | / | -14%
CCc1oc(C(=O)O)cc1CN(CC)CC | -7% | 7% | -5%
CC(C)c1ccc(-c2nc(N3CCCCCC3)nc3n[nH]c(N)c23)cc1 | -1% | 7% | ?
COc1cc(CC(=O)OCC(=O)NC(C)c2ccccc2)cc(OC)c1OC (configuration not stated) | 2% | / | -15%
CCOC(=O)NC(=O)CSc1nnnn1-c1ccc(Cl)cc1 | -7% | -28% | -21%
Cc1c(C(=O)N(C)C2CC(C)(C)NC(C)(C)C2)oc2c(F)cccc12 | 1% | -4% | ?
CC(C)Nc1nc(NC(N)=S)nc(NC(C)C)n1 | 5% | 9% | ?
CCOc1ccc(-c2nnc(SCC(=O)NC3CCCCC3)nc2-c2ccc(OCC)cc2)cc1 | 0% | / | 2%
Cc1ccc(NC(=O)CN2C(=O)C3(SCC(=O)N3c3ccc(F)c(F)c3)c3ccccc32)c(C)c1 (configuration not stated) | 7% | / | ?
Cn1c(NCCO)nc2c(c1=O)C1(CCCCC1)Cc1ccccc1-2 | -23% | 6% | ?
COc1ccc(C2OC3=C(Nc4cc(C)c(C)cc4N3)C2=O)cc1 (configuration not stated) | 18% | 0% | 4%
Clc1ccc(Cn2ncc3c(N4CCCCC4)ncnc32)cc1 | -2% | ? | 16µM*
COc1ccc(/C=C/C(=O)NCC(=O)N/N=C/c2ccc(OC)cc2)cc1 | 6% | 5% | -3%

Part of the list above in order of SMILES length, highest first:
SMILES | FEN1 inh | N370S GC | TDP1 cell CPT
C[C@H](CO)N1C[C@H](C)[C@@H](CN(C)CC2CC2)Oc2c(NS(=O)(=O)c3ccc(F)cc3)cccc2C1=O | 9% | / | -10%
Cc1ccc(-c2nnc(Nc3ccc(C(N)=O)cc3)c3ccccc23)cc1S(=O)(=O)NCC1CCCO1 (configuration not stated) | 10% | -14% | ?
COc1ccc(S(=O)(=O)Nc2cccc(S(=O)(=O)N(C)C)c2)cc1[N+](=O)[O-] | -4% | / | 6%
Cc1nc2nc(C)c(NS(=O)(=O)c3ccc(C4CCCCC4)cc3)c(=O)n2[nH]1 | -13% | -8% | 6%
O=C(Oc1cccc(N2C(=O)CCC2=O)c1)C1CC(=O)N(c2ccc(F)cc2)C1 (configuration not stated) | -18% | 8% | -28%
CCCCn1c(=O)n(CC2CCC(C(=O)NCCCOC)CC2)c(=O)c2sccc21 (configuration not stated) | 4% | / | -5%
COc1cc(CN2CCCC(C(=O)Nc3cccc(-n4cccn4)c3)C2)ccc1F (configuration not stated) | 8% | -29% | ?
C/C(N)=C(/C#N)C(=O)CSc1nn(-c2ccc(Cl)cc2)c(=S)s1 | ? | 23% | ?
Cc1ccc(NC(=O)CN(C)C(=O)c2sc3cc(Cl)ccc3c2Cl)cc1 | -1% | 4% | -16%
CCN1C(=O)C(O)(C2COC(C)(C)CC2=O)c2cc(Br)ccc21 (configuration not stated) | -5% | -7% | 1.3µM*
COc1cccc(Cn2nnc(C(=O)Nc3cc(C)ccc3OC)c2N)c1 | -10% | 7% | 26µM*
Cc1cc(C)nc(SCCCn2c(=O)[nH]c3ccccc32)n1 | -6% | -2% | ?
CSCCC(NC(=O)COc1ccccc1)C(=O)N1CCCCCC1 (configuration not stated) | 17% | / | -24%
COCCn1c(=O)c(-c2cccc(F)c2)nc2cncnc21 | / | 18% | -18%
COc1ccccc1NC(=O)Nc1ccc2c(c1)nnn2C | -15% | -7% | -20%
Cc1nonc1NC(=O)Nc1cccnc1 | 1% | 7% | -11%

Some of the compounds tested. The share of hits here may be higher or lower than overall.
